Bim-Bcl-B = human Bim-Bcl-B interaction inhibition | 190,000 tested, 0.073% active | bead-based flow cytometry, Bim peptide-Bcl-B binding | Q9HD36 | inhibition, % at 10 µM;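 further: 0% = tracer peptide without compound and 100% = reference inhibitor peptide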
Bim-Bcl-2 = inhibitors of Bim-Bcl-2 interaction, human. 190,000 tested, 0.06% active. inhibition, % at 10 µM. Bead-based flow cytometry, Bim peptide-Bcl-2 binding. P10415. AID 950; in the data active means inhibition above about 40%; inconclusive means no clear call, values can overlap the other calls;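 further: 0% = no compound wells with probe peptide and 100% = reference peptide inhibitor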
Target sequence (P10415 whole entry, looked up): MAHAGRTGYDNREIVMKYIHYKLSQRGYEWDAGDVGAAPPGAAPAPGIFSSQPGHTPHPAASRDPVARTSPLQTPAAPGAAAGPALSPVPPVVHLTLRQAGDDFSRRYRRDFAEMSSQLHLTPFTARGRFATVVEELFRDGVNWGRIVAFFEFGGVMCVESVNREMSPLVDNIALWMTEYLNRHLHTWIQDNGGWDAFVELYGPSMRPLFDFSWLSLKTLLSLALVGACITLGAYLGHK
RGS8-Gao = modulates binding of RGS8 to human Galphao; multiplexed bead flow cytometry; actives lie on both sides; response (percent of control binding), % at 10 µM; AID 1423; 220,000 tested, 0.34% active; in the data active means response below about 60% or above about 140%; inactive means in between;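 further: Galphao activated as the GDP aluminium fluoride complex binding bead-coupled RGS8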
Target sequence (P09471 whole entry, looked up): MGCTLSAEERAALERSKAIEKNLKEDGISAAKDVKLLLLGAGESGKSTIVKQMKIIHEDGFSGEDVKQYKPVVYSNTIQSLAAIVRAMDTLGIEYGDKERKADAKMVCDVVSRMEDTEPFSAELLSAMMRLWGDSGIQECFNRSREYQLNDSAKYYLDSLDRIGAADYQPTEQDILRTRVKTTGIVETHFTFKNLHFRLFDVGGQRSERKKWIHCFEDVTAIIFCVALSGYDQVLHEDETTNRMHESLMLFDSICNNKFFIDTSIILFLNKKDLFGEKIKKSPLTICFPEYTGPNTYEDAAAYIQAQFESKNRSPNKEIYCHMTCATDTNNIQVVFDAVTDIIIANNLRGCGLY
Mcl1-Bid inh = Mcl-1/Bid interaction inhibition | Q07820 | TR-FRET Mcl-1/Bid-Dy647 peptide binding, 1536-well | 220,000 tested, 0.97% active | AID 1021 | inhibition, % at 21.7 µM;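 active means compounds that cut the binding signal by more than half at the single screening dose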;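 further: His-tagged Mcl-1 with europium anti-His antibody binding Bid BH3 peptide; 0% = Mcl-1 plus peptide wells and 100% = peptide-only wells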
Bcl-W Bim block = inhibitors of Bim-Bcl-W interaction, human; Q92843; bead-based flow cytometry, Bim peptide-Bcl-W binding; inhibition, % at 10 µM; 190,000 tested, 0.02% active; AID 952;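 further: 0% = bound tracer without compound and 100% = peptide blocker; higher means less fluorescent Bim peptide bound to Bcl-W beads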
Target sequence (Q92843 whole entry, looked up): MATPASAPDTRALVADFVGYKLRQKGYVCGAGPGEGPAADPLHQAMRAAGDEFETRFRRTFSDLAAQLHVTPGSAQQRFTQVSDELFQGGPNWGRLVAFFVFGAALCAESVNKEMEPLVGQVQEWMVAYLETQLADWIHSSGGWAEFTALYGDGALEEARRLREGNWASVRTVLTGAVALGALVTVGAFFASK
Mcl1 Noxa PPI = disrupts binding of human Mcl-1 to Noxa peptide; Q07820; TR-FRET Mcl-1/Noxa peptide binding, 2 h; 220,000 tested, 1.5% active; inhibition, % at 21.7 µM;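 active means compounds that cut the protein-peptide binding signal by more than 50% relative to plate controls in a single-dose test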;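 further: His-tagged Mcl-1 with rhodamine Noxa BH3 peptide and terbium anti-His antibody; 0% = Mcl-1 plus Noxa peptide wells and 100% = peptide-only wells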
Mcl-1 Bim block = human Bim-Mcl-1 interaction inhibition | inhibition, % at 10 µM | Bead-based flow cytometry, Bim peptide-Mcl-1 binding | 190,000 tested, 0.1% active | Q07820;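 further: 0% = no compound tracer wells and 100% = peptide blocker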
Bfl-1 Bim block = human Bim-Bfl-1 interaction inhibition | 190,000 tested, 0.12% active | Bead-based flow cytometry, Bim-Bfl-1 binding inhibition | Q16548 | AID 1008 | inhibition, % at 10 µM;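 further: 0% = wells without compound plus tracer and 100% = blocker peptide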
RGS7-Gao = regulators of human RGS7-Galphao interaction; binding response (% of control), % at 10 µM; 220,000 tested, 0.35% active; P09471; Multiplexed bead flow cytometry, RGS7-Galphao binding; actives lie on both sides; AID 1439; in the data active means binding response below about 49% or above about 150%; inconclusive means no clear call, values can overlap the other calls; inactive means in between;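 further: fluorescent Galphao held in activated GDP-AlF4 state binding bead-coupled RGS7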
RGS4-Gao reg = modulates binding of RGS4 to human Galphao. P09471. Multiplexed bead flow cytometry; actives lie on both sides. binding response (% of control), % at 10 µM. 220,000 tested, 0.33% active; in the data active means binding response below about 49% or above about 150%; inactive means in between;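 further: fluorescent Galphao activated with aluminum fluoride binding bead-coupled RGS4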
Bcl-XL Bim block = human Bim-Bcl-XL interaction inhibition | Q07817 | Bim peptide-Bcl-XL binding, bead flow cytometry, fluorescence | inhibition, % at 10 µM | 190,000 tested, 0.04% active | AID 1007
Target sequence (Q07817 whole entry, looked up): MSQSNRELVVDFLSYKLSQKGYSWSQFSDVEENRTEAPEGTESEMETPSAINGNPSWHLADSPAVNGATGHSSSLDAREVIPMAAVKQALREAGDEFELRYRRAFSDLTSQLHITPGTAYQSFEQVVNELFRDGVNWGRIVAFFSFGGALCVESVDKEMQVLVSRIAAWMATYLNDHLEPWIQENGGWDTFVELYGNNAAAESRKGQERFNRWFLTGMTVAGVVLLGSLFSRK
The depositor's hits bear a star; ? = inconclusive; · = not tested or not shown; [ ] = dose if it differs, or a comment. Unless noted, no stated cut-off is given here; in the data, active means inhibition above about 40%.

Sample of the layout (five entries):
Bim-Bcl-2	RGS7-Gao	Bfl-1 Bim block	Bcl-W Bim block	Bim-Bcl-B	RGS4-Gao reg	RGS8-Gao	Mcl1-Bid inh	Bcl-XL Bim block	Mcl1 Noxa PPI	Mcl-1 Bim block	molecule
·	?	·	·	·	99	99	-10	·	5	·	COc1ccccc1CNC(=O)C1CC(c2ccccc2F)=NO1 (centres undefined)
-2	106	0	-1	-8	104	105	-28	-5	10	-3	O=C(Nc1cc(S(=O)(=O)N2CCOCC2)ccc1N1CCCC1)C1CC1
-11	97	-7	3	-9	99	98	-21	-3	7	-4	C=CCOC(=O)C(C#N)c1nc2ccccc2nc1N1CCN(Cc2ccc3c(c2)OCO3)CC1 (centres undefined)
-3	86	2	-1	-1	97	99	-14	-1	-14	0	CCOC(=S)SCC(=O)Nc1nccs1
-9	101	-17	-2	-8	100	101	-20	-6	-2	-6	C[C@H](NC(=O)c1ccco1)C(=O)Nc1ccc(S(=O)(=O)N2CCCC2)cc1

The whole of this part, from the start:
Bim-Bcl-2	RGS7-Gao	Bfl-1 Bim block	Bcl-W Bim block	Bim-Bcl-B	RGS4-Gao reg	RGS8-Gao	Mcl1-Bid inh	Bcl-XL Bim block	Mcl1 Noxa PPI	Mcl-1 Bim block	molecule
·	?	·	·	·	99	99	-10	·	5	·	COc1ccccc1CNC(=O)C1CC(c2ccccc2F)=NO1 (centres undefined)
-2	106	0	-1	-8	104	105	-28	-5	10	-3	O=C(Nc1cc(S(=O)(=O)N2CCOCC2)ccc1N1CCCC1)C1CC1
-11	97	-7	3	-9	99	98	-21	-3	7	-4	C=CCOC(=O)C(C#N)c1nc2ccccc2nc1N1CCN(Cc2ccc3c(c2)OCO3)CC1 (centres undefined)
-3	86	2	-1	-1	97	99	-14	-1	-14	0	CCOC(=S)SCC(=O)Nc1nccs1
-9	101	-17	-2	-8	100	101	-20	-6	-2	-6	C[C@H](NC(=O)c1ccco1)C(=O)Nc1ccc(S(=O)(=O)N2CCCC2)cc1
-1	97	-3	-1	0	103	100	-110	0	-12	-1	Cc1ccc(NC(=O)Cn2cccc2)c(Br)c1
3	101	1	-1	0	103	103	16	2	35	-1	NC(=O)C(CC(=O)O)NC(=O)[C@@H]1CCOc2c(I)cc([N+](=O)[O-])cc2C(=O)N[C@@H](CCC(=O)O)C(=O)N[C@@H](CO)C(=O)N1 (some centres undefined)
-5	105	2	-2	-15	103	101	-5	-2	5	-8	COCCSc1ccccc1C(=O)N1CCCC1
-6	98	-18	-1	-6	88	97	2	-6	6	-2	O=C(O)C1CCCCC1C(=O)NC1CCCCC1 (centres undefined)
-4	99	-6	-1	0	100	98	4	-2	19	2	Cc1onc(-c2c(F)cccc2Cl)c1C(=O)OCc1cnc(Cl)s1
-2	88	0	-1	-6	91	91	-20	-4	15	-2	Cc1ccc(NC(=O)CC2SC(=O)NC2=O)cc1 (centres undefined)
2	98	0	-2	0	105	98	-19	1	-2	0	Cc1[nH]c2ccccc2c1SCC(=O)N1CCOCC1
0	100	-1	-3	-2	103	99	11	-2	-14	-2	O=C(c1ccc(COc2ccccc2Br)cc1)N1CCCCC1
-5	101	-4	-5	-3	99	100	-42	-5	6	-6	COc1ccc(/C=C/C(=O)NCc2ccccn2)cc1
-3	102	-4	-2	-4	99	103	-16	-3	-10	0	Cc1ccc(OC(=O)c2ccc(S(=O)(=O)N(C)C)cc2)c(-n2nc3ccccc3n2)c1
1	98	-2	-6	-5	96	96	-7	-5	-8	-1	O=S(=O)(c1cccc(C(F)(F)F)c1)N1CCN(c2ccccc2)CC1
-7	102	-14	-2	-8	102	102	-16	-5	2	-1	CCc1ccc(-c2nc(CSCC(=O)N3CCN(c4ccccn4)CC3)c(C)o2)cc1
-1	103	-3	-1	0	104	104	-31	-1	5	-2	O=C(COc1ccc(OCc2ccccc2)cc1)NC1CCOC1=O (centres undefined)
-4	100	-6	-3	-5	100	100	-2	-3	-26	-2	O=S(=O)(c1ccc(OCC2CO2)cc1)c1ccc(OCC2CO2)cc1 (centres undefined)
-10	101	-12	0	-7	101	100	0	-9	-5	0	CC(=O)N1CCN2C(=O)C1CCCC(=O)c1cc(C3CCCCC3)ccc12 (centres undefined)
-6	106	-11	-1	-10	105	111	-11	-3	-9	-2	COc1ccc(N2C(=O)C3CCCN3C2c2ccc(C)cc2)cc1 (centres undefined)
-1	98	-12	1	-2	99	100	-28	0	-8	1	Cc1c(CN2CCN(c3cccc(C(F)(F)F)c3)CC2)c(=O)n(-c2ccccc2)n1C
-6	104	-8	0	-8	105	102	-8	-4	-3	0	COc1cccc(Oc2nc3ncn(Cc4ccccc4)c3c(=O)n2C)c1
-11	99	-11	-5	-2	99	100	1	-6	17	-5	COC(=O)N1CCN(S(=O)(=O)c2ccc(F)cc2)CC1
4	98	-2	-8	-7	104	106	-6	-6	2	-3	O=C(CN1CCC(C(=O)c2ccc(F)cc2)CC1)Nc1ccc(F)cc1
-4	100	-7	0	-5	103	96	9	-5	18	2	CCC1(C)Cc2ccccc2-c2nc3n(c(=O)c21)CC(C(=O)O)S3 (centres undefined)
-8	100	-15	0	-9	102	101	-39	2	-3	0	N#CCC(=N)N1CCN(c2ccccc2Cl)CC1
2	92	1	5	4	98	91	58*	4	56*	2	CCn1c(SCC(=O)Nc2ccc3c(c2)oc2ccccc23)nnc1-c1ccc(N)cc1
0	108	-4	1	0	105	105	-1	0	4	-2	CCOC(=O)C1(Cc2cccc(Cl)c2)CCCN(C(=O)c2cccnc2)C1 (centres undefined)
-1	100	-4	-1	-9	102	102	-12	0	11	0	CC(=O)c1cccc(NC(=S)N2CCC(Cc3ccccc3)CC2)c1
0	101	-1	-1	-1	102	101	-1	0	-7	0	CCO[C@@H]1OC(C(=O)O)=C[C@H](c2csc3ccccc23)[C@H]1CCCO
-9	162*[activator]	-7	-6	-6	178*[activator]	165*[activator]	0	-14	12	-9	COc1ccccc1Nc1nc(N)nc(CN2CCC(Cc3ccccc3)CC2)n1
5	94	2	13	1	92	95	74*	-1	20	3	CCSC1=NC2(CCCCC2)Nc2sc3c(c21)CCCC3
0	115	3	0	-1	121	92	6	-7	-10	2	CCOc1ccc(N2C(=O)CC(Sc3nccc(C)n3)C2=O)cc1 (centres undefined)
-3	97	2	0	-2	96	97	9	0	18	-8	CC1CN(C(=O)c2ccc(COc3ccc4ccccc4c3)o2)CC(C)O1 (centres undefined)
·	?	·	·	·	104	102	-38	·	17	·	FC(F)(F)c1cccc(OCC2CNC(=S)O2)c1 (centres undefined)
1	102	-5	·	-1	101	99	-72	0	8	2	COc1cc(OC)c(Cl)cc1N
0	93	-2	-1	-1	97	98	-22	1	4	0	Cc1ccccc1SCCNC(=O)c1ccccc1Br
-9	102	-10	-2	-9	102	102	-7	-4	-8	-3	CCc1nnc(NC(=O)CSc2nnc(CSc3nc(C)cc(C)n3)n2C)s1
1	101	-1	-2	0	102	98	-7	0	5	-2	C#CCNC(=O)/C=C/c1ccc(OC)cc1
-3	95	-8	5	-5	97	99	-16	0	-1	10	COc1cc2c(cc1OC)CN(S(C)(=O)=O)CC2
0	102	-2	-2	-1	100	104	-20	0	-12	-2	COc1ccccc1N1CCN(C(=O)CN(c2ccccc2OC)S(=O)(=O)c2ccccc2)CC1
2	?	5	0	5	101	103	-36	2	16	0	O=C(Nc1cccc(-c2nnc(-c3ccccc3)o2)c1)C1CC1
·	?	·	·	·	104	100	1	·	-2	·	CCC(=O)c1ccc(NC(C)=O)cc1O
-1	99	-5	-2	-2	101	100	7	-1	-15	-3	Cc1cc(NC(=O)Cn2cnc3sc(C)c(-c4ccccc4)c3c2=O)no1
-4	105	-3	0	-3	105	103	-18	-4	-2	0	O=C(C1CC(c2ccccc2O)=NO1)N1CCCC1 (centres undefined)
·	?	·	·	·	98	98	-22	·	5	·	COC(=O)c1sccc1NC(=S)OC
-10	101	-21	-4	-8	100	99	3	-12	18	-5	N[C@@H](Cc1ccccc1)c1nnc2sc(SCc3ccccc3)nn12
-2	?	-4	-3	-4	109	108	-33	-3	8	-2	CCOCCCNC(C(=O)Nc1ccc(OC)c(Cl)c1)c1ccccc1 (centres undefined)
-4	102	0	-4	-4	100	104	12	-3	22	-3	COc1ccc(CCNC(=O)CCc2ccc(S(=O)(=O)NC(C)C)cc2)cc1
-7	96	-10	2	-8	98	100	-33	0	14	0	O=C1OC(NC(=O)c2ccccc2)C(N2CCOCC2)=C1Cl (centres undefined)
0	104	0	-1	0	106	99	-98	0	5	0	O=C(O)C1CC(=O)N(CCc2c[nH]c3ccccc23)C1 (centres undefined)
4	101	8	5	2	100	100	-36	0	-31	1	Cc1ccc(-c2csc3ncnc(Oc4ccc5c(C)cc(=O)oc5c4)c23)cc1
2	98	8	3	2	103	90	-20	7	6	6	O=C(OCC(=O)N1CCCC1)c1cncc(Br)c1
-8	100	-14	-5	-6	101	100	-43	-4	7	-4	C/C(Cl)=C\Cn1c(NCCc2ccccc2)nc2c1c(=O)n(C)c(=O)n2C
-7	103	-11	2	-7	107	103	19	-2	-18	1	O=C(c1ccc(Cl)cc1)c1c[nH]c(C(=O)C(Cl)(Cl)Cl)c1
·	?	·	·	·	104	98	-15	·	9	·	O=C1CN(Cc2nc3cc(Cl)ccc3c(=O)[nH]2)CCN1
-13	94	-18	-3	-10	96	98	39	-11	25	-6	C=CCc1ccc(OCCCCN2CC(C)OC(C)C2)c(OC)c1 (centres undefined)
-3	101	-8	2	-5	101	102	5	-1	-11	1	CSc1nc2ccc3nc(NC(=O)C4COc5ccccc5O4)sc3c2s1 (centres undefined)
0	100	-3	-3	0	103	102	-39	-5	4	0	O=C(Nc1ccccc1N1CCOCC1)c1cccnc1Cl

The listing continues:
Bim-Bcl-2	RGS7-Gao	Bfl-1 Bim block	Bcl-W Bim block	Bim-Bcl-B	RGS4-Gao reg	RGS8-Gao	Mcl1-Bid inh	Bcl-XL Bim block	Mcl1 Noxa PPI	Mcl-1 Bim block	molecule
-2	97	-1	-5	-5	98	99	6	-4	9	-3	CCOC(=O)Nc1cccc(C(=O)O)c1
0	103	-2	0	-2	102	97	-27	-6	13	-3	CN(C(=O)CSc1ncccc1C(=O)O)c1ccccc1
·	?	·	·	·	115	108	-125	·	6	·	CN1CCSc2ccc(C(=O)Nc3cc(F)ccc3F)cc21
-3	108	-7	-1	-7	111	108	2	-2	8	-3	CCNC(=O)CSc1nc2ccccc2c(=O)n1CCCOC(C)C
2	97	-5	-3	-4	100	101	-5	-5	-9	-4	CCOc1ccccc1CNCCO
1	97	0	0	0	98	94	4	-3	·	0	Cc1c(=O)n(OCc2ccccc2F)c2ccccc2[n+]1[O-]
·	?	·	·	·	102	101	-19	·	-6	·	CSc1sc(C#N)c2c1/C(=N\O)CCC2
-4	97	-4	-1	-3	101	99	-5	-3	1	0	CCCCSc1nnc(-c2ccccc2)c2ccccc12
-5	100	-13	4	-5	100	100	-8	2	-7	0	Cc1cc(C)n(S(=O)(=O)c2cc(C)c(C)cc2C)n1
-7	98	-1	-1	-7	104	100	56*	-5	49	-2	Cc1ccc2nc(-c3ccc(NC(=O)CCN4C(=O)c5ccccc5C4=O)cc3)sc2c1
-6	100	-5	-1	-10	100	101	-21	-3	-9	-2	Cc1ccc(NC(=O)C2CCCNC2=O)nc1 (centres undefined)
4	101	5	10	24	101	106	-14	8	19	-5	C=CCNCCOc1c(C)cc(C)cc1Cl

Compounds as they come. Share with any hit: about 2.7%.
